# ssDAF12 agonist: activators of S. stercoralis DAF-12 nuclear receptor | HEK293 ssDAF-12/GRIP1 lit1-tk-luc reporter, luminescence; % of 3 µM dafachronic acid response | activation, % at 6.8 µM | 370,000 compounds, 1% hits;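 active = activation above the mean over all tested compounds plus 3 SD, cut at about 0.9% in these data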;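 also: 0% = DMSO-only wells and 100% = 3 µM delta7-dafachronic acid wells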
# ADAM10 inh: inhibitors of human ADAM10. recombinant ADAM10, EDANS/DABCYL FRET peptide cleavage, 3 h. 370,000 compounds, 0.62% hits. O14672. inhibition, % at 7 µM. AID 720582;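 active = inhibition above a per-campaign cutoff equal to the mean of compounds falling between control-based bounds plus 3 SD, cut at about 20% in these data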;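 also: 0% = DMSO wells while the 100% control is not disclosed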
# hcDAF-12 act: H. contortus DAF-12 activation, primary screen. HEK293 hcDAF-12 lit1-tk-luc reporter, luminescence; 0% DMSO, 100% Δ7-dafachronic acid. activation, % at 6.8 µM. 370,000 compounds, 1.4% hits;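 active = activation above the mean of all tested compounds plus 3 SD, cut at about 5.5% in these data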;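 also: 100% = response to 3 µM Δ7-dafachronic acid high control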
# HGIII-sPLA2 inh: Inhibits HGIII-sPLA2 liposome hydrolysis, primary screen; 370,000 compounds, 0.56% hits; AID 743126; inhibition, % at 12.2 µM; QFRET BODIPY PC-A2 liposome hydrolysis, fluorescence; Q9NZ20;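 active = inhibition above mean plus 3 SD of compounds lying within the high and low control bounds, cut at about 19% in these data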;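 also: 0% = median of test compound wells and 100% = no enzyme DMSO wells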
# Target sequence (Q9NZ20 whole entry, looked up): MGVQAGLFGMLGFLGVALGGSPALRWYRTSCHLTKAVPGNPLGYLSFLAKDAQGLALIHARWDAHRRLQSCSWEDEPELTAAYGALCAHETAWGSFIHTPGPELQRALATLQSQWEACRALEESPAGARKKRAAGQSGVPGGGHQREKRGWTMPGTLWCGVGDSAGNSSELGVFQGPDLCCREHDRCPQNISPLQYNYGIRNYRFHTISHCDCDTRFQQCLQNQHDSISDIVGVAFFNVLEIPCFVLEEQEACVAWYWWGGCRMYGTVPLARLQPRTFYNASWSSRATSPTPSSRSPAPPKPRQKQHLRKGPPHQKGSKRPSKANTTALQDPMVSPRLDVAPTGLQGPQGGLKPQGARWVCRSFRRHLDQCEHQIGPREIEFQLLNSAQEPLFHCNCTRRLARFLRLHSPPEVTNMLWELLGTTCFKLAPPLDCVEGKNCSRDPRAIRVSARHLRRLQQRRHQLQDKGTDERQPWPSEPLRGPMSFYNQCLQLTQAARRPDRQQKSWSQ
# GC-B act: GC-B (human) receptor activation | HEK293-GC-B cells, CNP EC30, cGMP TR-FRET; 0% at EC30 CNP, 100% saturating CNP | activation, % at 10 µM | 370,000 compounds, 0.11% hits;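 active = activation at 10 µM reaching about 35% in either raw or pattern-adjusted values, limit read from the data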
# SMARCA2 activ: SMARCA2 function activation, primary screen | MG213 cells, MMTV-luciferase reporter, dexamethasone, overnight | activation, % at 9.1 µM | 370,000 compounds, 1% hits | AID 652017; in the data active = activation above about 7.8%;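 also: 0% = vehicle wells and 100% = reference activator wells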
# FXN GAA850 act: frataxin GAA850 promoter activation | HEK293 lucGAA850 FXN promoter luciferase reporter, 24 h; percent of 10 µM SAHA response | 360,000 compounds, 0.56% hits | activation, % at 6 µM;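 active = activation above the average of all compounds screened plus 3 SD, cutoff fixed separately per campaign, cut at about 7.5% in these data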;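 also: 0% = DMSO wells and 100% = 10 µM SAHA wells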
# hgDAF-12 ag: hgDAF-12 agonism, primary luciferase screen | HEK293 GAL4-hgDAF12 UAS-luciferase reporter, agonist luminescence; normalized to butyrate control | activation, % at 6.8 µM | 370,000 compounds, 1.8% hits | AID 687014;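 active = activation above a cutoff set at the mean of all screened compounds plus 3 SD, cut at about 10% in these data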;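 also: 0% = DMSO wells and 100% = sodium butyrate wells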
# DAX1 inh-1: inhibits human nuclear receptor DAX1 | P51843 | 340,000 compounds, 0.99% hits | HEK293 Gal4-DAX1 luciferase reporter, luminescence | AID 504766 | inhibition, % at 6.75 µM;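 active = inhibition above the mean over all tested compounds plus 3 SD, cut at about 4.2% in these data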;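 also: 0% = DAX1-transfected cells with DMSO and 100% = empty-vector control cells with DMSO; inhibition shows as a rise in luminescence from relieved DAX1 repression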
# Target sequence (P51843 207-470 limits assumed): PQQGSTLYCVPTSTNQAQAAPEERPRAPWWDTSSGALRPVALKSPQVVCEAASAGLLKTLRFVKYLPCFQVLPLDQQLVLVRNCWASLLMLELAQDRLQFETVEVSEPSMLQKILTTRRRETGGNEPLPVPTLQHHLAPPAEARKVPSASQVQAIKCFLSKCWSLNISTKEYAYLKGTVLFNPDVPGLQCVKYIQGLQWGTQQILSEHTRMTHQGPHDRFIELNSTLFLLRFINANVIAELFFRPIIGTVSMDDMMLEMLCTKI
# NPR1 activator: GC-A (human) enzyme activation; P16066; HEK293 GC-A cells, cGMP TR-FRET, EC30 ANP; 0% at EC30 ANP, 100% saturating ANP; activation, % at 10 µM; 370,000 compounds, 0.14% hits; AID 1671463; in the data active = activation above about 40%
# DAX1 inh-2: blocks DAX1 repression of SF-1 activated StAR promoter. HEK293T StAR-luciferase reporter, SF-1/DAX-1 repression relief. inhibition, % at 6.8 µM. 370,000 compounds, 1.1% hits. AID 652010;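 active = inhibition above the mean over all tested compounds plus 3 SD, cut at about 3.6% in these data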;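 also: 0% = DAX-1 cells with DMSO and 100% = cells lacking DAX-1 with DMSO; higher inhibition means more luminescence from relief of DAX-1 repression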
# * marks the source's active call; other numbers are inactive results; i = inactive; / = not tested or not shown. Rows are unselected; 6.6% or so of the library scored in one or more.
# Each structure is followed by: SMARCA2 activ, NPR1 activator, FXN GAA850 act, DAX1 inh-1, ssDAF12 agonist, DAX1 inh-2, GC-B act, HGIII-sPLA2 inh, ADAM10 inh, hcDAF-12 act, hgDAF-12 ag
- COc1ccc2c(c1)C(=O)N1[C@H]3c4cc(OC)ccc4OC[C@@H]3[C@H](c3ccccc3)[C@]1(C)C(=O)N2
→ 1, -12, -7.3, 1.6, -1.1, 0.3, -5, -3, 16, -0.2, 3.8
- O=C1C=C(O)c2cccc(O)c2C1=O
→ 1, 2, 1.0, 0.7, -1.2, 0.1, -7, 1, -3, -1.1, 0.8
- CCOc1ccc(-c2csc(Cn3c(CN4CCN(C)CC4)nc4ccccc4c3=O)n2)cc1
→ -2, 11, -7.6, -1.9, -1.1, -1.3, 19, -18, -2, -3.5, -2.6
- Cc1ccc(SCC(=O)OCC(=O)NCCc2ccccc2)cc1
→ -4, 2, 0.3, 0.0, -1.0, -0.9, -7, 8, -5, 0.1, 1.4
- COc1ccc(OC)c(NC(=O)CSc2nc3nc(C)cc(C)n3n2)c1
→ -2, 4, 2.4, -0.4, -1.3, 0.3, -3, -8, -4, -0.6, -2.5
- Cc1ccc(S(=O)(=O)N(C)c2ccc(OC(=O)c3cc(=O)[nH]c4ccccc34)cc2)cc1
→ -1, -1, 2.4, -0.3, -0.6, -0.2, -1, 19, -20, 0.8, 0.0
- O=C(NCCCc1ccccc1)C1CCC(CNc2c(N3CCCCC3)c(=O)c2=O)CC1 (centres undefined)
→ -4, 2, 2.1, -0.1, -1.6, 0.1, -3, 2, -40, -2.3, -0.1
- CC1Nc2ncnc(N3CCc4ccccc4C3)c2N(Cc2ccccc2)C1=O (centres undefined)
→ 2, -14, /, /, -0.8, -1.4, -6, -5, -7, -0.8, -1.7
- OC(c1cccc(Cl)c1)c1nc(-c2cccc3cccnc23)cs1 (centres undefined)
→ -2, -5, 4.2, /, -1.6, -1.3, 1, -23, -6, -1.8, -0.7
- FC(F)(F)c1cc(-c2cccs2)nc(-n2cc(Cl)cn2)n1
→ -4, -7, 2.2, -1.4, -0.6, -0.6, -3, -6, -106, -2.4, -1.5
- Cc1nc2ccc(NC(=S)N3CCC(C)CC3)cc2nc1C
→ 7.9*, 1, 3.5, 0.2, -1.1, 0.1, -2, 13, -109, -1.9, 1.0
- S=C(NCC1CCCO1)N1CCN(c2ccc(Cl)c(Cl)c2)CC1 (centres undefined)
→ -3, 1, -2.3, -2.2, -2.1, -2.3, 6, -3, 5, -4.0, -5.9
- Cc1ccc(C)c(NC(=O)NC2CCCCCCC2)c1
→ -2, -3, 1.5, 0.6, -0.9, -0.5, -2, 4, -5, 0.0, 0.2
- Cc1ccc(N(C(=O)Cn2nnc3ccccc32)C(C(=O)NCc2ccco2)c2cccnc2)cc1 (centres undefined)
→ 0, -8, -1.9, 0.0, -1.2, -0.4, -3, -12, 5, -2.1, 0.8
- CCOC(=O)N1CCN(C(=S)Nc2cc(S(=O)(=O)N3CCOCC3)ccc2Cl)CC1
→ -2, -4, -2.4, -1.5, -1.7, -0.4, 4, 1, 4, -2.1, -1.5
- CCOc1ccc(-c2cc(C(=O)NCCCN3CCOCC3)c3ccccc3n2)cc1
→ 4, 6, 0.6, -0.3, -0.3, -0.2, 4, -2, i, 0.2, 1.1
- Cc1cc2ccccc2n2c(SCC(=O)Nc3ccc(S(=O)(=O)N4CCC(C)CC4)cc3)nnc12
→ -4, 0, 2.0, -0.4, 0.1, 0.3, -5, 7, 5, 0.3, -2.4
- Cc1ccc(S(=O)(=O)N(CC(=O)Nc2ccc(F)cc2)C(=O)N2CCN(C)CC2)cc1
→ 2, 3, -0.4, 0.7, -1.3, -0.2, 1, 1, -4, -1.1, 2.4
- CCn1cc(Cl)c(C(=O)Nc2c(C)nn(Cc3c(F)c(F)c(F)c(F)c3F)c2C)n1
→ -3, 2, -0.9, -0.5, -1.8, -0.9, 4, -3, 7, -3.0, -4.1
- Cc1ccc2c(c1)c1c(n2CC(O)Cn2nc(C)c(Br)c2C)C(=O)CCC1 (centres undefined)
→ 2, -8, 1.1, 0.0, -0.5, -0.3, -9, 4, 2, -1.9, -0.7
- CCC(CC)=NNc1ccc(S(N)(=O)=O)cc1[N+](=O)[O-]
→ 1, 2, 2.1, 1.1, -1.2, -0.2, 0, 8, 9, -0.5, -1.2
- NC(=O)c1ccc(NS(=O)(=O)c2ccc(S(=O)(=O)N3CCCC3)cc2)cc1
→ -3, 1, -1.4, 1.4, -1.8, -0.6, -1, 0, -8, -0.7, 1.1
- Cc1ccc(S(=O)(=O)N2CCOC23CCN(S(=O)(=O)c2c(C)cc(C)cc2C)CC3)cc1
→ 1, 4, -0.9, -2.2, -1.2, -2.5, -4, -7, 9, -0.9, 2.0
- CCCCN1C(=O)C(O)=C(C(C)=O)C1c1ccc(OC)cc1OC (centres undefined)
→ -3, -2, 1.6, -0.6, -1.1, -0.2, 4, -1, 8, -1.5, -0.6
- O=C(Cn1nnc2ccccc21)N/N=C\C=C\c1ccccc1
→ 1, 2, 1.8, -1.5, -0.8, -0.3, -5, -18, 5, -0.8, -0.5
- COc1cccc(NC(=O)CN(C)C(=O)CC(NC(=O)c2ccccc2Cl)c2ccccc2)c1 (centres undefined)
→ -2, -1, 0.3, 0.4, -1.3, -2.1, -5, 0, -12, -1.9, 1.9
- COc1cccc(-n2c(SCC(N)=O)nc3ccccc3c2=O)c1
→ 0, 0, 1.1, -0.1, -1.4, 0.2, -10, -2, -1, 0.1, -2.8
- CCOC(=O)c1cnc2c(C)cccc2c1NCc1ccco1
→ 1, 8, 4.3, -1.9, -2.1, -0.7, 0, -8, -36, -1.4, 1.0
- O=C(COC(=O)c1ccc(F)c(S(=O)(=O)N2CCOCC2)c1)c1ccc(Cl)cc1
→ -1, 3, -0.3, 1.1, -0.7, 2.1, 5, -5, 2, -1.4, 2.1
- CC(CCc1ccccc1)N1CCN(Cc2ccccc2)CC1 (centres undefined)
→ -2, 2, 0.1, -0.4, -1.2, -0.2, 1, 8, 3, -0.6, 2.4
- CCc1sc(C(=O)NCCc2ccc(S(N)(=O)=O)cc2)cc1Br
→ -1, -6, -0.9, 1.8, -2.4, -0.6, 1, -13, 1, -1.0, -4.3
- CCCCn1c(N)c(N(CCOC)C(=O)c2cc3c(s2)CCC(C)C3)c(=O)[nH]c1=O (centres undefined)
→ -1, 0, 1.7, -0.3, -1.5, -3.3, 9, -7, -7, -0.2, -0.2
- O=C(O)c1cccc(CN2C(=O)c3ccccc3C2=O)c1
→ -4, -1, 0.6, -0.5, -0.4, 0.1, 13, -1, 12, -1.4, -0.5
- CCn1nnc(NC(=O)c2c(OC)cccc2OC)n1
→ 1, -1, 0.5, 1.3, -1.4, 0.1, 1, 5, -15, 0.8, -0.9
- O=C(c1cccc(S(=O)(=O)NCc2ccccc2)c1)N1CCN(Cc2ccccc2)CC1
→ 1, -1, -2.4, 0.2, -1.1, -0.9, -2, -6, 5, -1.2, -0.3
- CCc1nc2ccc(C(=O)Nc3cccc(NS(C)(=O)=O)c3)cn2c1N(C)CCCc1ccccc1
→ 1, 9, -0.8, /, -0.3, 1.9, 4, -17, 3, -0.7, 0.9
- CC(=O)Nc1ccc(S(=O)(=O)Nc2ccc(S(=O)(=O)Nc3nccs3)cc2)cc1
→ 1, -2, -0.7, 0.0, -0.8, -0.2, 0, -15, 2, -0.6, 1.7
- CN[C@H]1C[C@H]2c3cc(-c4ccc5c(c4)OCO5)ccc3CCN2C[C@H]1[C@H](C)O
→ -1, -2, /, /, -0.9, 0.1, 0, 0, 8, -1.0, 1.1
- CC(C)CC[n+]1ccccc1/C=C/c1ccc(N(C)C)cc1
→ -10, -16, -8.6, -5.1, -2.5, -2.2, -16, -34, 14, -6.6, -11
- CCCn1nc(NC(=O)C2CCCO2)c2cc3ccc(C)cc3nc21 (centres undefined)
→ 0, 6, 1.2, 1.2, -1.3, 0.1, -1, -4, -196, -1.0, -1.3
- CCOC(=O)/C=C1\SC(C)C(=O)N1CC(=O)N(CCC#N)c1ccccc1 (centres undefined)
→ -3, 1, 0.0, -1.4, -1.4, -4.7, -4, 7, -17, -0.7, 1.1
- Cc1cccc([C@@H]2[C@@H]3C(=O)N(Cc4ccccc4)C(=O)[C@@H]3[C@]3(Cc4ccccc4)C(=O)N(c4cccc(F)c4)C(=O)N23)c1
→ 0, -12, -12, 0.1, -1.0, -0.1, -18, -8, 6, -1.4, -0.1
- C[C@H](N)c1nnc(SCC(=O)N(C)C)o1
→ -1, 3, -3.4, 1.3, -0.8, -0.9, 2, 2, 5, -0.7, 2.8
- N#Cc1nc(-c2ccccc2Cl)oc1N1CCCCC1
→ -2, 3, 8.7*, 0.1, -0.9, 0.2, -4, 14, -140, -1.0, 1.0
- O=C1CCN(CCc2ccccc2)CCN1CCO
→ 0, -1, 0.3, 4.0, -1.2, -0.4, -4, 7, -4, -2.2, 4.8
- COc1cc(NC(=O)CN2C(=O)NC(CC(C)C)C2=O)cc(OC)c1OC (centres undefined)
→ -1, -2, 1.7, -1.0, -0.4, -3.7, -2, 4, -12, -0.7, 0.0
- CCCC1(CCC)NC(=O)N(CC(=O)Nc2cccc(OC)c2)C1=O
→ -1, 1, -2.8, 1.0, -0.8, 0.0, 3, -4, 6, 0.2, -0.9
- Fc1ccc(-c2n[nH]c(=S)c3ccccc23)cc1
→ -2, -3, 1.5, 0.7, -2.5, -0.8, -2, 3, -5, -1.6, -0.7
- CCOC(=O)c1cc(NC(=O)c2c(C)noc2C)cc(C(=O)OCC)c1
→ -1, 3, -4.0, 0.3, -1.1, -0.7, -2, -3, 5, -0.8, 0.1
- O=C(NCCc1ccc(Cl)cc1)C1CCCN(S(=O)(=O)N2CCCCCC2)C1 (centres undefined)
→ -1, -3, 1.8, 0.3, -1.5, -0.6, -4, -4, -2, -3.0, -4.1
- Clc1ccccc1CNc1ncnc2nc[nH]c12
→ -5, 10, -0.6, 0.1, -2.1, -0.7, 4, 3, -8, 0.7, 0.9
- CCc1ccc(-n2c(C)cc(/C=N/NC(=O)OC)c2C)cc1
→ 1, -3, 2.3, 3.9, -0.9, 0.5, -2, -9, -5, 0.0, 0.2
- O=C(CSc1ncnc2sc(-c3ccccc3)cc12)NC1CCS(=O)(=O)C1 (centres undefined)
→ -1, -8, 0.6, 0.3, -1.3, -0.5, -16, -4, -6, 0.2, 0.6
- CSCCC(NC(=O)c1cccc(C)c1)C(=O)OCN1C(=O)c2ccccc2C1=O (centres undefined)
→ 1, -1, -1.0, 1.8, -1.1, -0.6, -7, -4, -3, 1.1, 1.4
- COc1cc(NC(=O)c2ccccc2[N+](=O)[O-])ccc1NC(=O)C(C)C
→ 1, 0, 0.8, -0.5, -1.9, 0.0, 4, 4, 1, -1.1, 2.4
- Cc1cc(S(=O)(=O)n2[nH]c(=O)c(CCO)c2C)c(Cl)cc1Cl
→ -4, 2, 0.9, -0.6, -1.7, -0.7, -5, -1, -5, -1.5, -2.1
- COc1cccc(NC(=O)N2CCCC2C(=O)NC(C)C)c1 (centres undefined)
→ -2, 1, -0.5, 0.0, -0.7, -0.6, 9, 3, -1, -1.6, 4.4

# Source: PubChem BioAssay
